Scp1 inh = Scp-1 phosphatase inhibitors, primary screen, biochemical, colorimetric, uHTS | Recombinant Scp1, phosphopeptide, malachite green phosphate absorbance | inhibition, % at 20 µM | 0.88% of 340,000 active | AID 493091, 2011;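 active = inhibition above about 50% at 20 µM, limit read from the data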;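 also: plate controls were DMSO wells with enzyme for no effect and wells lacking enzyme for full effect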
Target sequence (Q9GZU7 76-261 limits assumed): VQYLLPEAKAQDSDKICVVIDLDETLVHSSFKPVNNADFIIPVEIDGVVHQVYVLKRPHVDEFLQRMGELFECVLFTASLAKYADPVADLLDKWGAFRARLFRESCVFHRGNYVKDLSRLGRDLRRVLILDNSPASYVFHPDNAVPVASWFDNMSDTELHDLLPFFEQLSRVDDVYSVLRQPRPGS
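Material – SCP-1 phosphatase catalytic domain, residues 76-261 · Buffer or medium – Acidic Tris acetate buffer with magnesium and detergent · Also added – Phospho 17-mer peptide substrate · Compound – single 20 µM dose, 1% DMSO · Times – 45 min room-temperature reaction, 5 min colour, 30 min stabiliser · Technique – Phosphate-binding colour reagent, absorbance read at 630 nm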
NRP1-CendR mod = modulators of CendR peptide binding to NRP-1, primary screen, biochemical, fluorescence polarization, uHTS | 0.85% of 360,000 active | Neuropilin-1 (Homo sapiens), O14786 | inhibition, % at 25 µM | FAM-RPARPAR peptide binding to NRP-1;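 active = inhibition or corrected inhibition above about 18%, plus a signal ratio from 0.5 to 1.5, limit read from the data, passing the limit was not always enough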; also: strong numbers were not always called active
STEP inh = STEP phosphatase inhibitors, primary screen, biochemical, fluorescence intensity, uHTS. 0.25% of 360,000 active. inhibition, % at 20 µM. AID 588621, 2011. recombinant STEP, OMFP fluorogenic substrate. Tyrosine-protein phosphatase non-receptor type 5 (Homo sapiens), P54829;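 active = inhibition at 20 µM, scaled per plate between control wells, above about 37%, limit read from the data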;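 also: 0% = DMSO with enzyme and substrate and 100% = substrate only without enzyme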
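Assay system: isolated STEP enzyme / Timing: 20 min at room temperature, dark / Doses: 20 µM, 1% DMSO / Technique: fluorescence intensity, excitation 480 nm, emission 540 nm / Reagent: fluorogenic phosphatase substrate OMFP at 25 µM final / Measure: percent inhibition scaled to no-enzyme and uninhibited-enzyme controls, plate-pattern corrected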
NadD inh = inhibitors of S. aureus NadD, primary screen, biochemical, colorimetric, uHTS; 0.78% of 360,000 active; Nicotinate-nucleotide adenylyltransferase NadD (Staphylococcus aureus N315); inhibition, % at 20 µM; purified NadD enzyme, colorimetric absorbance read-out; in the data active = inhibition above about 26%; also: some compounds past the cut are filed as inactive
Neddyl block = inhibitors of cullin neddylation, primary screen, biochemical, TR-FRET, uHTS, NAE and Ubc12; NEDD8-conjugating enzyme Ubc12 (Homo sapiens) + NEDD8-activating enzyme E1 regulatory …; 0.58% of 360,000 active; calls only at 25 µM; in the data active = inhibition above about 36%
Target sequence (P61081 whole entry, looked up): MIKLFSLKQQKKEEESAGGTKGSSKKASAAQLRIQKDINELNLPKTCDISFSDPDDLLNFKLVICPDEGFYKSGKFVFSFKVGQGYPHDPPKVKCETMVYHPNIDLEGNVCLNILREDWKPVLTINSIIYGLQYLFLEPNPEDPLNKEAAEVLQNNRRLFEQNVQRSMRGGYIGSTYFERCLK
Target sequence (Q13564 whole entry, looked up): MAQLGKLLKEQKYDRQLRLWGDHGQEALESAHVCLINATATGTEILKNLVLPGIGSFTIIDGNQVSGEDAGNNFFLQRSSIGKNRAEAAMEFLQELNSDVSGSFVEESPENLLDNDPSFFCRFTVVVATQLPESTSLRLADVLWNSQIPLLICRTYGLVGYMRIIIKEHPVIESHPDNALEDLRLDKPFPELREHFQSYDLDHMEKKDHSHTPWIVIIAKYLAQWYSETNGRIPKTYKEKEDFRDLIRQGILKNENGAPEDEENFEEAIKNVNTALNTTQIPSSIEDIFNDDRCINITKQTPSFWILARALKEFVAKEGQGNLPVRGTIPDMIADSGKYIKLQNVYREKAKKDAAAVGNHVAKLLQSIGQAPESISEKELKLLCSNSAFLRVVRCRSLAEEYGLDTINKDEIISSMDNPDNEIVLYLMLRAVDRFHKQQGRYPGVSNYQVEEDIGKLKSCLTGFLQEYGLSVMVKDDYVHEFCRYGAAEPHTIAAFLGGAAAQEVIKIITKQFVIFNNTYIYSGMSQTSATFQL
DNMT1 block = human DNMT1 methyltransferase inhibitors, primary screen, biochemical, molecular beacon, fluorescence, HinP1I cleavage, uHTS; inhibition (reported as % activation of signal), % at 10 µM; 0.83% of 360,000 active; AID 588458, 2011; in the data active = inhibition above about 50%
SUMO1 PPI mod = modulators of SUMO1 protein-protein interactions, primary screen, biochemical, uHTS; 0.33% of 360,000 active; inhibition, % at 20 µM; SUMO1 binding to a labelled peptide, TR-FRET, 1 h; in the data active = inhibition above about 37%
Target sequence (P63165 whole entry, looked up): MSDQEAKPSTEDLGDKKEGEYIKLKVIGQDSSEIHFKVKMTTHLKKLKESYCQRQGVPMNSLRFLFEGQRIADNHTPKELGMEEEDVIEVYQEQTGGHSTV
LMPTP block = LMPTP phosphatase inhibitors, primary screen, biochemical, fluorescence intensity, uHTS. Low molecular weight phosphotyrosine protein phosphatase (Homo sapiens), P24666. recombinant LMPTP-A, OMFP fluorogenic substrate. inhibition, % at 20 µM. 0.22% of 360,000 active;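 active = compounds that cut the enzyme signal by at least half of the control window in the single-dose screen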;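 also: plate controls were DMSO wells with enzyme plus substrate for no effect and substrate without enzyme for full effect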
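Test system – LMPTP-A phosphatase enzyme · Quantity – 0.625 nM LMPTP-A final · Reagent – OMFP substrate, 400 µM final · Dosing – one test concentration per compound, 20 µM, with 3% DMSO overall · Timing – 50 min enzyme reaction at room temperature, protected from light · Detection – fluorescence intensity · Controls – substrate-only low control, DMSO enzyme-plus-substrate high control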
SKN-1 block = suppressors of acrylamide-induced Pgst-4::GFP reporter in worms, primary screen, SKN-1 inhibitor project, whole organism, uHTS, GFP/RFP fluorescence ratio, strain VP596; C. elegans VP596 Pgst-4::GFP/RFP ratio, 24 h; inhibition, % at 21.8 µM; 0.49% of 360,000 active;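 active = interference check ratio from 0.5 to 1.5 plus GFP to RFP signal ratio inhibition reaching or exceeding a fixed threshold, cut at about 30% in these data, passing the limit was not always enough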; also: some compounds called inactive have numbers as strong as hits
TbMetRS inhib = T. brucei MetRS inhibitors, primary screen, biochemical, luminescence | 0.4% of 360,000 active | AID 624268, 2012 | purified T. brucei MetRS, ATP depletion, Kinase-Glo luminescence | inhibition, % at 11.9 µM | methionyl-tRNA synthetase (Trypanosoma brucei brucei);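 active = inhibition above a per-plate cutoff of the control wells' mean inhibition plus 3 SD, cut at about 5.5% in these data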;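 also: 0% = DMSO wells median and 100% = median of wells with control inhibitor compound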
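Test system – parasite MetRS enzyme · Reagent – substrates ATP, L-methionine and bulk Escherichia coli tRNA · Doses – 11.9 µM compound single dose, 0.9% DMSO · Times – 15 min enzyme-compound preincubation, 2 h reaction, 10 min detection, 25 °C · Signal – Kinase-Glo luminescence, ATP depletion format · Controls – DMSO-only wells as low control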
Active calls of the source: *; i = inactive; / = no result given. Outcome played no part in choosing rows; about 4.6% have a hit in one of these screens.

SMILES	Scp1 inh	NRP1-CendR mod	STEP inh	NadD inh	Neddyl block	DNMT1 block	SUMO1 PPI mod	LMPTP block	SKN-1 block	TbMetRS inhib
COc1ccc(CCNC(=O)COC(=O)c2ccc(C)s2)cc1	-8.2	-1.9	1.8	-6.4	i	0.8	3.4	0.6	13.6	-0.3
CCc1ccc(NC(=O)Nc2cccs2)cc1	-3.4	-9.4	2.8	-5.9	i	-7.7	-1.9	0.6	19.6	-0.3
CC(C)(C)N(Cc1ccccc1)C(=O)COC(=O)c1ccccc1SCC(=O)N1CCCC1	-6.9	4.5	8.9	5.9	i	-3.3	2.4	0.7	17.3	0.1
O=C(CCC1CCCN(C(=O)CC2=CCCCC2)C1)N1CCN(c2ccccn2)CC1 (stereo not drawn)	-1.1	13.0	7.7	-1.1	i	0.7	-1.1	1.0	-0.6	-0.5
Cc1cccc(NC(=O)CCC(=O)N2CCOCC2)n1	0.5	-3.5	-2.3	-1.0	i	-1.1	-2.0	0.2	7.1	-0.4
COc1cccc(CN(C)C(=O)CCC(=O)c2cc(Br)ccc2OC)c1	-9.0	-15.1	2.8	-5.4	i	-3.0	5.8	0.8	6.6	-0.2
CC(=O)Nc1ccc(S(=O)(=O)Nc2ccccn2)cc1	0.7	2.6	-2.1	18.0	i	1.4	0.0	-0.2	6.0	-0.6
Cc1ccc(S(=O)(=O)N2CCN(C(=O)CSc3nnnn3C)C2)cc1	0.0	8.5	2.4	0.9	i	-4.2	1.2	0.0	3.4	-1.4
COc1ccccc1CCNC(=O)C(=O)NCC1OCCN1S(=O)(=O)c1ccc2c(c1)OCCO2 (stereo not drawn)	-9.2	15.5	0.1	-2.4	i	-4.3	7.0	1.1	-4.4	-0.4
CCCCN(C(=O)c1ccc(N2C(=O)c3ccccc3C2=O)cc1)c1c(N)n(CC(C)C)c(=O)[nH]c1=O	-5.7	13.3	-1.1	8.5	i	-1.9	-14.4	-0.4	6.2	-0.2
Cc1ccc(C(=O)Nc2nn(C)c3cccc(F)c23)cc1	-5.1	9.2	-2.6	-5.7	i	1.4	-2.0	-0.8	2.0	-0.6
Cc1ccc(S(=O)(=O)OCC(=O)Nc2ccc(C(=O)O)c(O)c2)cc1	64.1*	-100.9	6.1	2.6	i	45.7	1.6	0.0	8.4	0.1
CCOc1cccc(-c2csc(C3COc4ccccc4O3)n2)c1 (stereo not drawn)	-11.1	8.7	-2.2	4.6	i	3.5	0.6	-3.1	9.3	-0.1
COc1ccc(S(=O)(=O)Cc2ccc(C(=O)NC3CCC(C)CC3)o2)cc1 (stereo not drawn)	-7.5	6.4	0.3	4.9	i	0.2	7.1	-0.6	4.8	0.0
C=CCSc1nnc(-c2ccccc2NC(C)=O)c(=O)[nH]1	-2.2	11.3	-1.1	-1.3	i	1.0	-0.7	-0.1	11.6	-0.2
COc1ccc(-c2cc3c(c4c2ccn4C)C2CCC3C2)cn1 (stereo not drawn)	/	9.9	4.8	-3.7	i	3.0	-18.5	2.3	21.0	-1.0
NC(=O)C1CC(=O)N(c2ccc(OCC(=O)Nc3ccc(F)cc3)cc2)C1 (stereo not drawn)	-5.5	-7.8	-0.3	2.0	i	1.2	1.4	-0.7	2.1	-0.1
CCCC1NC(=O)c2cccnc2-n2c1nc1cc(C)cc(C)c1c2=O (stereo not drawn)	/	10.1	-0.8	2.5	i	3.8	1.0	0.9	-8.4	1.0
Cc1cccc(/C=N\NC(=O)c2csnn2)c1	-0.5	-4.8	0.4	-1.1	i	2.4	12.4	-1.2	11.8	-1.4
COC(=O)[C@]12CCCCC=C1N(Cc1cccc3ccccc13)C(=O)[C@H](CC(=O)NCCCCc1ccccc1)C2	/	-15.0	/	10.1	i	/	7.4	9.2	15.8	-0.5
Cc1cccc(C)c1N1CCN(S(=O)(=O)N(C)C)CC1	-4.5	11.5	-1.4	-1.2	i	-4.1	0.5	-0.1	2.9	-0.7
O=C(O)c1ccccc1O	46.9	-3.6	0.7	-1.6	i	1.3	-3.7	-0.7	-4.8	-1.2
O=C(COC(=O)CNS(=O)(=O)c1c(F)cccc1F)NC(=O)NC1CCCCC1	-4.8	6.1	-3.4	-3.9	i	3.3	-2.7	-0.8	8.8	-0.4
COc1ccccc1NC(=O)CN1CCN(c2ccccn2)CC1	-4.4	-6.8	1.2	0.0	i	-2.6	2.0	0.0	-13.7	-0.6
COc1ccc(/C=N/N2C(=O)CSC2=S)cc1Br	3.5	-240.0	-1.0	7.6	i	-13.9	-18.4	-0.4	-0.4	-0.3
O=C(Nc1ccc(-n2cccn2)cc1)C1CCN(Cc2ccsc2)CC1	1.0	12.4	-1.7	-9.7	i	0.6	-3.5	-2.4	-1.2	-0.2
FC(F)(F)c1nc(NCc2ccccc2)c2nnn(Cc3ccccc3)c2n1	-1.2	4.7	0.2	0.8	i	8.6	-2.6	-0.4	-3.5	0.0
CCCSc1nnc(-c2c[nH]c3ccccc23)n1CC	-3.0	0.5	-2.3	5.3	i	1.0	3.0	-0.7	12.6	1.6
Cc1ccc(S(=O)(=O)CCC(=O)OCC(=O)N(C)c2ccccc2)cc1	-11.1	-6.9	-2.7	-6.5	i	-1.4	6.4	-0.7	2.2	-0.3
O=C(NCCCN1CCOCC1)c1ccc(Sc2ccccc2Cl)c([N+](=O)[O-])c1	-6.5	-13.9	-2.0	-8.0	i	-2.9	-19.2	-0.8	-2.1	-0.4
COc1ccc(/C=C(\C#N)C(=O)NCc2cccs2)cc1OC	-5.3	-12.1	-2.5	-0.6	i	0.5	-17.2	-0.8	-11.6	0.6
CC(=O)Nc1ccc(S(=O)(=O)NCC(=O)OCC(=O)c2ccc[nH]2)cc1	-6.8	-10.8	-1.4	-0.1	i	-8.2	-2.5	-1.2	10.5	0.3
COc1ccccc1C(c1nnnn1CC1CCCO1)N1CCC(C(N)=O)CC1 (stereo not drawn)	2.6	1.5	-3.2	0.7	i	2.8	-4.0	-1.4	25.0	-0.3
Cn1nc(-c2ccc(Cl)cc2)c2cc(C(=O)N3CCN(c4ccccc4)CC3)sc21	-6.1	-2.5	2.6	12.5	i	-8.7	10.2	2.7	12.1	-0.6
COc1ccc(-c2csc3nc(-c4ccccc4)oc(=O)c23)cc1OC	-16.6	-9.4	3.2	-17.6	i	13.6	20.5	8.9	2.6	-0.6
Cc1ccc(NS(=O)(=O)c2ccc(CCC(=O)NCc3ccccn3)cc2)cc1	-7.3	1.3	-0.9	-5.0	i	-1.6	-2.5	0.8	-0.9	0.0
COc1ccc(NC(=O)N(C)C[C@@H]2OCc3cnnn3CCCC(=O)N([C@@H](C)CO)C[C@H]2C)c(OC)c1	/	-9.7	2.1	-3.8	i	-0.8	0.4	-2.1	-3.5	-0.6
CCN(CC(=O)Nc1c(F)cccc1F)C(=O)CCCOc1ccc(OC)cc1	-6.8	8.1	-2.4	5.8	i	-0.1	-23.3	-8.7	-3.6	-0.2
Cc1cc(C)cc(Nc2nc3c(S(=O)(=O)c4ccccc4)nnn3c3ccccc23)c1	-1.2	-3.6	3.3	6.1	i	53.9*	-3.7	-0.9	7.2	0.0
O=C(CSC(=S)N1CCCC1)Nc1cc2c(cc1Br)OCCO2	-7.6	5.7	3.8	-5.4	i	-1.4	4.4	0.4	-9.5	-0.1
CCOC(=O)c1c(C)[nH]c(C(=O)COC(=O)c2ccc(F)c(S(=O)(=O)N3CCOCC3)c2)c1C	-4.3	-2.5	-3.4	-10.1	i	-1.1	1.0	-0.1	-5.6	-1.9
COc1ccc(C(=O)NCCS(=O)(=O)NC2CCCC2)cc1	-5.7	-10.2	-2.4	-5.4	i	-1.8	2.2	-0.9	-1.4	-0.3
COc1ccc(Nc2oc(-c3ccc(OC)cc3)nc2C#N)cc1	-7.2	0.0	0.1	5.6	i	1.3	5.8	-2.6	3.6	-0.1
Cn1c(=O)cc(OCCCC(=O)NCCN2CCN(c3ccccc3F)CC2)c2ccccc21	-1.2	17.5	-1.6	-0.1	i	0.3	0.4	-1.6	9.1	-0.6
COc1ccc(CNC(=O)CN2C(=O)NC(c3ccccc3)(c3ccccc3)C2=O)cc1	-13.3	2.5	-1.3	-8.5	i	0.2	3.7	0.0	-8.7	-0.5
COc1ccc(C(=O)COC(=O)CNC(=O)c2ccc(OC)cc2)cc1	-6.2	8.7	-1.7	-0.6	i	-0.2	1.1	0.2	-16.6	-0.3
CCOC(=O)N1CCC(NC(=O)CCC(=O)N2CCOc3ccc(C)cc32)CC1	-9.6	4.9	-5.5	-0.9	i	6.7	-2.3	0.1	-0.2	0.1
COc1ccccc1NC(=O)Cc1noc(CN(C)Cc2cccs2)n1	6.8	0.4	-1.7	-3.9	i	-4.2	-3.6	-1.5	-5.1	-0.3
CN(C)S(=O)(=O)c1ccc(N=Cc2c(C(F)(F)F)[nH]n(C)c2=O)cc1	-6.0	5.0	-0.4	-2.3	i	2.4	-0.7	-0.6	0.3	-0.4

Some entries already given with just LMPTP block:
SMILES | LMPTP block
Cc1cc(C)cc(Nc2nc3c(S(=O)(=O)c4ccccc4)nnn3c3ccccc23)c1 | -0.9
O=C(CSC(=S)N1CCCC1)Nc1cc2c(cc1Br)OCCO2 | 0.4
CCOC(=O)c1c(C)[nH]c(C(=O)COC(=O)c2ccc(F)c(S(=O)(=O)N3CCOCC3)c2)c1C | -0.1
COc1ccc(C(=O)NCCS(=O)(=O)NC2CCCC2)cc1 | -0.9
